High-throughput results as filed in PubChem.
Tau fluor cs: counter-screen for tau fibril formation inhibitors; tau K18 P301L Alexa594 fluorescence, heparin fibrillization; Potency, µM (titrated, usually from 57.7 µM), without a hit: top-dose activity change, negative = decrease; actives 0.93% (n = 280,000); AID 1463; further: on the % scale 0 is the no-effect control and ±100 the full control effect; nearly all actives have a fitted effect of over 55% in size
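Human K18 P301L tau (15 uM unlabeled plus 0.24 uM Alexa 594-labeled, final) in 100 mM sodium acetate pH 7 was mixed with compound and 20 uM heparin and incubated 6 hr at 37 C.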
Tau ThT inhib: tau fibrillization inhibition (ThT binding); P10636; recombinant tau K18 P301L (four-repeat tau fragment), heparin-induced fibrillization, ThT fluorescence; Potency, µM (top dose mostly 57.4 µM), without a hit: at the top dose activity, negative = inhibition, usual class: inhibitors; actives 2.1% (n = 270,000); further: on the % scale 0 is the no-effect control and ±100 the full control effect; nearly all actives have a fitted effect of over 55% in size
Target sequence (P10636 561-689 P618L limits assumed): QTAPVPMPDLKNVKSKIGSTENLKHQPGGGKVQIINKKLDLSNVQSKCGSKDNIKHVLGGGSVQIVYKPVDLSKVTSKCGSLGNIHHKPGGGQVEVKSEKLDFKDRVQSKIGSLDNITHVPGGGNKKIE
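Aggregation was driven by heparin (20 uM final) acting on recombinant tau […] bearing P301L in 100 mM sodium acetate pH 7; fibrils were detected with Thioflavin T.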
HTT aggregate: reduces HttQ103-GFP aggregates in PC12 cells; PC12 HttQ103-GFP aggregates, Acumen cytometry, 40 h; Potency, µM (highest dose often 46.1 µM), for inactives: at the highest dose activity change, negative = inhibition, usual class: inhibitors; actives 1.1% (n = 220,000); further: on the % scale 0 is the no-effect control and ±100 the full control effect; nearly all actives have a fitted effect of over 60% in size
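Quantitative HTS on tebufenozide-induced (100 nM) PC12 cells stably expressing polyQ103 Huntingtin exon 1–GFP. Reduction of bright GFP aggregates, detected by laser scanning cytometry after lysis, identified actives across the titration.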
SMN2 splice up: enhancers of SMN2 splice variant expression; HEK293 SMN2-luciferase splicing reporter, luminescence, 30-36 h; actives 2.8% (n = 210,000); Potency, µM (doses to about 46.1 µM), for the others: at the highest dose activity change, positive = activation, most hits filed as activators; further: % of control where 0% means no effect; nearly all actives have a fitted effect of over 55% in size
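HEK293 cells carry an SMN2 […]–luciferase reporter in which exon 7 inclusion puts luciferase in frame. Cells were plated 10-12 h before compound addition, then incubated 30-36 h at 37C. ONE-Glo luminescence was read; sodium butyrate at 4.5 mM final served as control.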
KDM4E inh: JMJD2E (human) inhibition. B2RXH2. JMJD2E catalytic domain, FDH-coupled NADH fluorescence (FDH is formaldehyde dehydrogenase). Potency, µM (highest dose often 57.1 µM), for the others: at the top dose activity change, negative = inhibition, hits mostly inhibitors. actives 1.6% (n = 230,000); active means well fitted inhibition curve with a large enough effect, not every such curve was filed as active; inconclusive means small, poorly fitted or top-dose-only effect, or another doubt; inactive means no such curve, though single readings can be large or run the other way;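 further: 0% = wells with enzyme and -100% = buffer wells without enzyme; nearly all actives have a fitted effect of over 50% in size; many of its hits are not listed in these tables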
Target sequence (B2RXH2 1-337 limits assumed): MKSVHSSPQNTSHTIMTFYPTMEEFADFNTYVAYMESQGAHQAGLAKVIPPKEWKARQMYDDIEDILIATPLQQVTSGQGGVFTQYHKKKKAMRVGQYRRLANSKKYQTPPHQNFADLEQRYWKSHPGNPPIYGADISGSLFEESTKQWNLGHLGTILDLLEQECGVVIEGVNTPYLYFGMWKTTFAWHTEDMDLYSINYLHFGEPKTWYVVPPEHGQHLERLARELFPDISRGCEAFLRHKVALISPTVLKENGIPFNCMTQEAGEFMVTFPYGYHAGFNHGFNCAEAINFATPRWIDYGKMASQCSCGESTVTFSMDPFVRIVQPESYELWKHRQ
HTT cytoprotect: Huntington cell model cytoprotection by ATP luminescence. PC12 HTT-Q103 induced, cytoprotection, ATP luminescence, 40 h. Potency, µM (titrated, usually from 56.4 µM), inactives show cytoprotection (ATP increase), usual class: activators. actives 0.14% (n = 230,000);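 further: % of control where 0% means no effect; nearly all actives have a fitted effect of over 45% in size; toxic huntingtin expression switched on by the ecdysone agonist tebufenozide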
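PC12 cells stably carrying ecdysone-inducible Htt exon 1 (Q103)–GFP were induced with 100 nM tebufenozide (final) alongside library compounds in a dose series. Cytoprotection was scored as retained ATP by ATPlite luminescence.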
ALDH1A1 inh: inhibitors of human aldehyde dehydrogenase 1A1 | P00352 | Purified ALDH1A1, NADH fluorescence, propionaldehyde substrate | Potency, µM (series often up to 75.3 µM), without a hit: top-dose activity, negative = inhibition, actives largely listed as inhibitors | actives 7.3% (n = 220,000) | AID 1030; active means well fitted inhibition curve with a large enough effect, not every such curve was filed as active; inconclusive means small, poorly fitted or top-dose-only effect, or another doubt; inactive means no such curve, though single readings can be large or run the other way;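 further: plate controls were no enzyme wells and a reference inhibitor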
Target sequence (P00352 whole entry, looked up): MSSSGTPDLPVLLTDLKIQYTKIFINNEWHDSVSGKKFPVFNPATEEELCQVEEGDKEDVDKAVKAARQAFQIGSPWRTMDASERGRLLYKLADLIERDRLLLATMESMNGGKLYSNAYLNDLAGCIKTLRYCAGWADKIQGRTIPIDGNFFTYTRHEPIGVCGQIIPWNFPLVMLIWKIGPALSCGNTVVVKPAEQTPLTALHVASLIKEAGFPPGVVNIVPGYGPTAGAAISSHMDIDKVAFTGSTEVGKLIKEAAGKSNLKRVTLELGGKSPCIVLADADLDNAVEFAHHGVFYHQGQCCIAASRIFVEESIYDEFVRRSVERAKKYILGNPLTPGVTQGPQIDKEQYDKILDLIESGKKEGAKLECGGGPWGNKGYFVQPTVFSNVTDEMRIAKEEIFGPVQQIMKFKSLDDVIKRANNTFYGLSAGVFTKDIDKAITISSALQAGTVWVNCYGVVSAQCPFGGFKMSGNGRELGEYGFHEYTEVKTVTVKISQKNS
Tau FP inhib: blocks human tau fibril formation measured by polarization; K18 P301L tau heparin fibrillization, Alexa594 FP, 6 h; P10636; AID 1468; actives 0.39% (n = 280,000); Potency, µM (doses to about 57.7 µM), for the others: at the top dose activity, negative = inhibition, usual class: inhibitors; further: on the % scale 0 is the no-effect control and ±100 the full control effect; nearly all actives have a fitted effect of over 55% in size
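K18 P301L tau (15 uM unlabeled/0.24 uM Alexa 594-labeled, final) + compound + heparin 20 uM final; 100 mM NaOAc pH 7; 6 hr 37 C; ThT 30 uM final added, 1 hr RT; FP ex 555/em 632 nm.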
Numbers without * were called inactive; ? = inconclusive; . = no result given; [ ] = dose if it differs, or a comment. Unless noted, the call rests on the fitted dose curve; in most records, active means well fitted curve in the direction sought with a large enough effect; inconclusive means small, poorly fitted or top-dose-only effect, or another doubt; inactive means no such curve, though single readings can be large; an effect the other way counts as inactive or inconclusive. Potency means the concentration at half of the fitted maximal effect. A portion of the library, so the mix of outcomes need not match the whole.

SMILES	Tau fluor cs	Tau ThT inhib	HTT aggregate	SMN2 splice up	KDM4E inh	HTT cytoprotect	ALDH1A1 inh	Tau FP inhib
CC(C)NC(=O)CCCn1c(=S)[nH]c2cc3c(cc2c1=O)OCO3	-2%	-5%	-6%	3%	-4%	-14%[0.074 µM]	9%	-4%
N#Cc1cccn1-c1nccs1	8%	1%	15%	3%	7%	-2%[10 µM]	2%	6%
Cc1cccc(NC(=O)Cn2c(=O)n3nc(CCn4nc(C)cc4C)nc3c3ccccc32)c1	-12%	-21%	0%	-4%	0%	-9%	14µM*	-6%
CCCCc1ccc(S(=O)(=O)N2CCN(C(=O)c3ccco3)CC2)cc1	-3%	-4%	-26%	-53%[inhibitor]	2%	.	-1%	2%
O=C(CSc1nnc(Cn2c(=O)sc3ccccc32)n1-c1ccccc1)N1CCCC1	6%	2%	-4%	20%	10%	1%[10 µM]	0%	-2%
O=C(NNC(=S)Nc1ccc(F)c(Cl)c1)c1ccccc1Br	-22%	?	?	-7%	-3%	13%[10 µM]	13µM*	-7%
CCC(C)NC(=O)CSc1ncnc2sccc12 (stereo unspecified)	-3%	-11%	-9%	1%	1%	-13%	-5%	4%
CS(=O)(=O)c1ccc(-c2nn[nH]n2)cc1	-6%	-2%	-2%	18%	5%	-23%	10%	-2%
Cc1ccccc1NC1=NC(=S)N(c2ccccc2)C12CCOC(C)(C)C2 (stereo unspecified)	-7%	-6%	-1%	-16%	8%	0%	12%	0%
CCOC(=O)/C=c1\s/c(=C(\C#N)C(N)=O)n(-c2ccccc2)c1=O	-2%[0.0958 µM]	.	1%[9.22 µM]	.	-5%	13%[10 µM]	.	1%[0.0958 µM]
Cc1nc2cc(C(=O)OCC(=O)NC3CCS(=O)(=O)C3)ccc2n1-c1ccccc1 (stereo unspecified)	-9%	-6%	-11%	0%	-16%	0%	5%	6%
Cc1cccc(C)c1NC(=O)CN(C)CC(=O)Nc1ccc(F)c(Cl)c1	-18%	-9%	-18%	-14%	-5%	-34%	0%	-5%
O=P(c1ccccc1)(c1ccccc1)C(O)c1ccco1 (stereo unspecified)	-3%	-1%	3%	5%	4%	1%	-8%	1%
Cc1ccc2nc(NCC(=O)O)nc(-c3ccccc3)c2c1	1%	-20%	-2%	-19%	?	-38%[inhibitor]	5%	-2%
COc1cc(-c2nc3c[n+](CC(=O)c4ccccc4)ccc3n2C)cc(OC)c1OC	2%	-1%	12%	6%	2%	2%[10 µM]	24%	-3%
Cc1ccc(CN(C)C(=O)c2cc(COc3ccc(F)cc3Cl)on2)o1	-28%	?	18%[9.22 µM]	.	-8%	28%[10 µM]	7.1µM*	-5%
COc1ccc(/C(C)=N/OC/C(O)=C(\C#N)c2nc3ccccc3[nH]2)c(OC)c1	-15%	-6%	14%	-18%	-23%	-16%[1.9 µM]	4%	-11%
CCOc1ccc(-n2nc3cc(C)c(NC(=O)c4cc(OCC)c(OCC)c(OCC)c4)cc3n2)cc1	0%	0%	.	0%	.	.	.	-1%
COc1ccc2cc(/C(C)=N/NC(=S)Nc3cc(S(=O)(=O)N4CCOCC4)ccc3N3CCOCC3)ccc2c1	-25%	?	33%[9.22 µM]	7%	?	-54%[inhibitor][1.9 µM]	?	2%
CC1CN(C(=O)c2ccc(COc3ccccc3Br)o2)CC(C)O1 (stereo unspecified)	-6%	-3%	1%	7%	7%	.	3%	2%
O=C(NC12CC3CC(CC(C3)C1)C2)OCCNC1CCCCC1	-1%	-2%	-7%[9.22 µM]	.	-18%	-10%[10 µM]	-5%	1%
CN1CCN(C(=O)c2cn(-c3ccccc3)nc2-c2cccs2)CC1	1%	3%	1%	8%	-3%	5%	-5%	-1%
COc1cc(/C=C(/C#N)C(=O)c2c(C)[nH]c3ccccc23)ccc1OCC#N	?	?	-12%[9.22 µM]	.	-12%	-4%[10 µM]	.	-9%
CCc1ccc(NC(=O)CSc2nnc(COc3ccc4c(c3)CCCC4)o2)cc1	-7%	-15%	4%[9.22 µM]	-3%	1%	-8%	-4%	-5%

One compound at a time, as listed above. Values in the order: Tau fluor cs | Tau ThT inhib | HTT aggregate | SMN2 splice up | KDM4E inh | HTT cytoprotect | ALDH1A1 inh | Tau FP inhib
Results for `Cc1cccc(C)c1NC(=O)CN(C)CC(=O)Nc1ccc(F)c(Cl)c1` : -18% | -9% | -18% | -14% | -5% | -34% | 0% | -5%
Results for `Cc1ccc(CN(C)C(=O)c2cc(COc3ccc(F)cc3Cl)on2)o1` : -28% | ? | 18%[9.22 µM] | . | -8% | 28%[10 µM] | 7.1µM* | -5%
Results for `CCOc1ccc(-n2nc3cc(C)c(NC(=O)c4cc(OCC)c(OCC)c(OCC)c4)cc3n2)cc1` : 0% | 0% | . | 0% | . | . | . | -1%
Results for `N#Cc1cccn1-c1nccs1` : 8% | 1% | 15% | 3% | 7% | -2%[10 µM] | 2% | 6%
Results for `O=P(c1ccccc1)(c1ccccc1)C(O)c1ccco1` (stereo unspecified) : -3% | -1% | 3% | 5% | 4% | 1% | -8% | 1%

Continued.
SMILES	Tau fluor cs	Tau ThT inhib	HTT aggregate	SMN2 splice up	KDM4E inh	HTT cytoprotect	ALDH1A1 inh	Tau FP inhib
Cc1ccc(OCc2n[nH]c(=S)n2C2CCCCC2)cc1	-20%	-20%	-16%	6%	?	-1%	14µM*	12%
CNc1ccccc1-n1ccc(-c2ccccc2)n1	-22%	-9%	-11%	28%	-26%	-6%	5%	2%
Cc1nc(NC(=O)C2CC2)sc1C(=O)N1CCCCC1	2%	-6%	6%	.	-1%	-2%	-10%	1%
Cc1cc(C(C)(C)C)oc1C(=O)N(CC(=O)NC1CCCC1)Cc1ccccc1	-12%	-16%	-8%	-7%	-1%	28%[10 µM]	?	8%
COc1ccc(-c2csc(Nc3ccc(S(N)(=O)=O)cc3)n2)cc1OC	?	?	?	.	-29%	-46%[inhibitor]	2%	20%
CCOC(=O)c1c(-c2ccccc2)csc1NC(=O)c1nn(CC)cc1Br	-29%	-16%	-24%	-13%	?	-21%[0.074 µM]	?	?
Cc1cc(C)c2nc(NC(=O)C3CC(=O)N(Cc4ccco4)C3)sc2c1 (stereo unspecified)	-20%	-7%	-14%	-6%	-5%	13%	?	-7%
O=C(N/N=C/c1ccc2cccnc2c1)c1ccco1	-5%	?	-5%	.	-3%	-148%[inhibitor]	?	-4%
COc1ccccc1N1CCN(/N=C\c2ccc(C)o2)CC1	-8%	-10%	?	11µM*	-3%	-97%[inhibitor][10 µM]	?	6%
Cc1cccc(NC(=O)CCSc2ccccc2)c1C	-2%	-7%	3%	5%	-6%	-7%	0%	-1%
Cn1ccnc1SCCC#N	-13%	-12%	3%	5%	1%	-2%	2%	-3%
CCOC(=O)c1ccc(NC(=O)COc2cc(=O)n(CC)c3ccccc23)cc1	-11%	-7%	7%	-6%	12%	-3%	?	-8%

Ordered by length of the SMILES (low to high): four of the compounds above.
SMILES	Tau fluor cs	Tau ThT inhib	HTT aggregate	SMN2 splice up	KDM4E inh	HTT cytoprotect	ALDH1A1 inh	Tau FP inhib
Cn1ccnc1SCCC#N	-13%	-12%	3%	5%	1%	-2%	2%	-3%
CNc1ccccc1-n1ccc(-c2ccccc2)n1	-22%	-9%	-11%	28%	-26%	-6%	5%	2%
O=C(N/N=C/c1ccc2cccnc2c1)c1ccco1	-5%	?	-5%	.	-3%	-148%[inhibitor]	?	-4%
COc1ccc(-c2csc(Nc3ccc(S(N)(=O)=O)cc3)n2)cc1OC	?	?	?	.	-29%	-46%[inhibitor]	2%	20%

Continuation:
SMILES	Tau fluor cs	Tau ThT inhib	HTT aggregate	SMN2 splice up	KDM4E inh	HTT cytoprotect	ALDH1A1 inh	Tau FP inhib
CC(=O)Nc1ccc(S(=O)(=O)N2CCN(CCN3CCOCC3)CC2)cc1Cl	-10%	.	3%[9.22 µM]	.	1%	-17%[10 µM]	.	11%
O=c1cc(-c2ccc(O)c(O)c2)oc2cccc(O)c12	?	?	.	.	20µM*	24%[1.9 µM]	0%	4%
COc1ccccc1NC(=S)NNC(=O)c1nn(C)cc1Cl	-12%	-16%	6%	8%	10µM*	-13%	?	-3%
O=C(Cn1c(NCCO)nc2ccccc21)N1CCN(Cc2ccccc2)CC1	0%	0%	-3%	21%	15%	20%	2%	3%
Cc1ccc(CN2CCC(CNC(=O)Nc3c(C)cccc3C)C2)cc1 (stereo unspecified)	-4%	-4%	.	-7%	.	.	.	-5%
Nc1c(C(=O)Nc2ccccc2)sc2nc(-c3cccnc3)ccc12	-24%	?	14%[9.22 µM]	.	-7%	-1%[10 µM]	.	2%
Cc1ccc(CCNC(=O)c2ccc(NC(=O)N3CCSc4ccccc43)cc2)cc1	-18%	-11%	.	-1%	.	.	.	-5%
COc1ccc(NC(=O)Nc2ccc(Cc3ccncc3)cc2)cc1OC	5%	6%	3%	-10%	7%	8%	-11%	0%
Cc1nn(CC(=O)NC(C)c2ccccc2)c(=O)c2cc3occc3n12 (stereo unspecified)	12%	12%	.	-2%	.	.	.	3%
COc1ccc(OCC(=O)N/N=C2\CCCCc3ccccc32)cc1	5%	-6%	3%	-7%	9%	?	-3%	-1%
CCOC(=O)c1sc(NC(=O)CSc2nc3c(c(-c4ccc(OC)cc4)c2C#N)CCCC3)c(C#N)c1C	-8%	-10%	20%	1%	0%	29%	2%	11%
O=S(=O)(c1ccc2nc(COc3ccccc3)[nH]c2c1)N1CCOCC1	-6%	-1%	-8%	0%	-23%	-6%[10 µM]	?	0%
CC(C)Oc1ccc2c(c1)OC(c1ccccc1)(C(F)(F)F)NC2=O (stereo unspecified)	-12%	-4%	26%	-1%	1%	.	9%	-2%
CN(C)c1ccc(-c2ccc3ncnc(N4CCNCC4)c3c2)cc1	?	?	.	28%	?	-7%	6%	0%
O=S(=O)(c1cccc2ccccc12)N1CCN(c2ccc(Cl)c(Cl)c2)CC1	-18%	1%	.	-26%	.	.	.	?
N#CC1=C(N)C(C#N)(C#N)C(c2cccnc2)C2CCCC=C12 (stereo unspecified)	-7%	?	-52%	-14%	?	-5%	?	?
